TcdB GH inh: inhibitors of Clostridioides difficile toxin B glycohydrolase; P18177; TcdB glycohydrolase enzymatic assay, plate reader; inhibition, % at 9.99 µM; actives 0.24% (n = 350,000); in the data active means inhibition above about 10%
Mtb BioA inh: blocks M. tuberculosis BioA enzyme activity | actives 0.096% (n = 360,000) | inhibition, % at 9.99 µM | purified M. tuberculosis BioA enzyme, plate reader; in the data active means inhibition above about 40%
* marks the source's active call; other numbers are inactive results. Only part of the results is shown. The share of hits here may be higher or lower than overall.

SMILES | TcdB GH inh | Mtb BioA inh
COc1ccc(S(=O)(=O)N(C)C[C@H]2Oc3ccc(NC(=O)c4ccncc4)cc3CC(=O)N([C@@H](C)CO)C[C@H]2C)cc1 | 1.1 | -2.3
C[C@H](CO)N1C[C@H](C)[C@H](CN(C)S(C)(=O)=O)Oc2c(NC(=O)Nc3ccc(F)cc3)cccc2C1=O | 0.5 | -1.2
C[C@@H]1CN([C@@H](C)CO)C(=O)Cc2cc(NS(=O)(=O)c3ccc(Cl)cc3)ccc2O[C@@H]1CN(C)Cc1ccc(C(F)(F)F)cc1 | -0.5 | -0.4
C[C@H]1CN([C@@H](C)CO)C(=O)c2cccc(NC(=O)C3CC3)c2O[C@@H]1CN(C)Cc1ccc2c(c1)OCO2 | -2.3 | 6.1
CCNC(=O)C[C@H]1CC[C@@H]2[C@@H](COc3ccc(NC(=O)c4ccc(C(F)(F)F)cc4)cc3C(=O)N2C)O1 | 9.5 | -0.3
CC(C)NC(=O)N(C)C[C@@H]1Oc2ncc(C#Cc3ccncc3)cc2C(=O)N([C@H](C)CO)C[C@@H]1C | -0.1 | 0.7
C[C@H](NC(=O)C[C@@H]1CC[C@@H]2[C@H](COC[C@H](O)CN2C(=O)Nc2ccccc2)O1)c1ccccc1 | -0.8 | -2.2
C[C@@H]1CN([C@@H](C)CO)C(=O)c2cc(C#CC3CC3)cnc2O[C@@H]1CN(C)C(=O)c1ccccc1 | 0.2 | 0.2
CCNC(=O)C[C@H]1C=C[C@H](NC(=O)C2CCC2)[C@@H](CO)O1 | -7.5 | 1.9
COc1ccc(S(=O)(=O)N(C)C[C@@H]2OCCCC[C@@H](C)Oc3ccc(NC(=O)Nc4c(C)noc4C)cc3C(=O)N([C@H](C)CO)C[C@@H]2C)cc1 | -0.5 | -0.2
C[C@@H]1CN([C@H](C)CO)C(=O)Cc2cc(NC(=O)CCCN(C)C)ccc2O[C@@H]1CN(C)S(=O)(=O)c1ccc(Cl)cc1 | -1.5 | -0.3
O=C(C[C@@H]1CC[C@H](NC(=O)C2CCC2)[C@@H](CO)O1)NCc1ccccc1Cl | -0.5 | -0.6
C[C@@H]1CN([C@@H](C)CO)S(=O)(=O)c2ccc(-c3ccncc3)cc2O[C@H]1CN(C)C(=O)Nc1ccc(C(F)(F)F)cc1 | 0.3 | -1.7
CNC(=O)C[C@H]1CC[C@H]2[C@@H](COc3ccc(NC(=O)Nc4ccc(Cl)cc4)cc3C(=O)N2C)O1 | -0.7 | 18
CC(C)NC(=O)Nc1ccc2c(c1)CC(=O)N([C@@H](C)CO)C[C@H](C)[C@@H](CN(C)Cc1ccc3c(c1)OCO3)O2 | -1.0 | -0.1
CCC(=O)N(C)C[C@H]1Oc2cc(-c3cccc(OC)c3)ccc2S(=O)(=O)N([C@H](C)CO)C[C@H]1C | 0.5 | 2.6
Cc1noc(C)c1NC(=O)N(C)C[C@H]1OCCCC[C@H](C)Oc2ccc(NS(=O)(=O)c3ccc(Cl)cc3)cc2C(=O)N([C@@H](C)CO)C[C@@H]1C | -7.2 | 0.1
COc1ccccc1-c1cnc2c(c1)C(=O)N([C@H](C)CO)C[C@@H](C)[C@@H](CN(C)C(=O)c1cccnc1)O2 | -3.7 | -3.4
N#C[C@H]1[C@@H](c2ccc(C3=CCCC3)cc2)[C@H](CO)N1C(=O)C1CC1 | -1.8 | -1.5
Cc1ccc(-c2ccc3c(c2)O[C@H](CN(C)Cc2cccnc2)[C@H](C)CN([C@@H](C)CO)S3(=O)=O)cc1 | -0.8 | 0.4
CCCN1C[C@@H](C)[C@H](OC)CN(C)C(=O)c2ccc(NC(=O)C3CC3)cc2OC[C@@H]1C | 0.4 | -0.6
O=C(C[C@H]1CC[C@@H]2[C@H](COC[C@@H](O)CN2CCc2ccccc2)O1)NCc1ccc(F)cc1 | -0.9 | 0.9
C[C@@H]1CN([C@H](C)CO)C(=O)Cc2cc(NC(=O)Nc3cccc4ccccc34)ccc2O[C@H]1CN(C)S(=O)(=O)c1cn(C)cn1 | -0.5 | 0.1
C[C@H](CO)N1C[C@H](C)[C@@H](CN(C)Cc2ccc3c(c2)OCO3)Oc2ncc(Br)cc2C1=O | -0.9 | 13
CC(C)NC(=O)Nc1cccc2c1O[C@@H](CN(C)CC1CC1)[C@H](C)CN([C@@H](C)CO)C2=O | 0.0 | -1.0
(further entries)
SMILES | TcdB GH inh | Mtb BioA inh
C[C@H](O)C#Cc1cnc2c(c1)C(=O)N([C@@H](C)CO)C[C@H](C)[C@H](CN(C)C(=O)CN(C)C)O2 | 1.0 | -1.4
COC(=O)[C@H]1[C@H](CO)[C@H]2Cn3c(ccc(-c4cccc(F)c4)c3=O)[C@@H]1N2Cc1ccccc1 | 1.0 | 3.6
COc1cccc(CNC(=O)[C@@H]2[C@@H](CO)[C@@H]3Cn4c(ccc(-c5cncnc5)c4=O)[C@@H]3N2C)c1 | 0.4 | 0.5
CN1[C@H](C(=O)NCCc2ccccc2)[C@@H](CO)[C@@H]2Cn3c(cccc3=O)[C@@H]21 | -0.3 | 1.0
Cc1ccc(S(=O)(=O)N(C)C[C@@H]2Oc3c(NC(=O)c4cc(C)nn4C)cccc3C(=O)N([C@H](C)CO)C[C@@H]2C)cc1 | -0.2 | -0.5
CN1c2ccc(-c3cccc(F)c3)cc2[C@H]2[C@H](CCN2C(=O)c2ccccc2F)[C@H]1CO | -4.1 | 32
C[C@@H]1CN([C@H](C)CO)C(=O)c2cccc(NC(=O)NC3CCCCC3)c2O[C@H]1CN(C)Cc1ccc(C(F)(F)F)cc1 | 0.6 | 23
C[C@H](CO)N1C[C@H](C)[C@H](CN(C)C(=O)Nc2ccc3c(c2)OCO3)Oc2c(NC(=O)C3CCCCC3)cccc2C1=O | 1.2 | 1.0
O=C(c1ccc(F)cc1)N1CCCCN2[C@@H](CO)[C@H](c3ccc(-c4ccc(F)cc4)cc3)[C@@H]2C1 | 0.7 | 1.0
C[C@H](CO)N1C[C@H](C)[C@@H](CN(C)C(=O)Nc2ccc(F)cc2)Oc2ccc(NS(=O)(=O)c3cccs3)cc2C1=O | 0.6 | 0.4
COc1ccccc1-c1ccc([C@@H]2[C@H](CO)N3CCCCN(C(=O)CN4CCOCC4)C[C@@H]23)cc1 | -1.7 | 4.7
C[C@@H]1CN([C@H](C)CO)C(=O)c2cc(C#Cc3ccccn3)cnc2O[C@@H]1CN(C)Cc1cncnc1 | 0.9 | -4.5
COCC(=O)N[C@H]1CC[C@H](CC(=O)N2CCCCC2)O[C@@H]1CO | -0.2 | 2.0
C[C@@H]1CCCCO[C@H](CN(C)C(=O)c2ccncc2)[C@@H](C)CN([C@@H](C)CO)C(=O)c2cc(NS(C)(=O)=O)ccc2O1 | 0.5 | -1.5
COc1ccccc1CNC(=O)C[C@@H]1CC[C@@H](NC(C)=O)[C@H](CO)O1 | -17 | -3.8
COCC(=O)Nc1ccc2c(c1)C(=O)N(C)C[C@H](OC)[C@H](C)CN(C(=O)c1ccccn1)[C@H](C)CO2 | 0.7 | -1.1
CCN(C[C@@H]1N[C@H](CO)[C@H]1c1ccc(-c2ccccc2)cc1)C(=O)COC | -1.8 | 3.7
C[C@@H]1CN([C@@H](C)CO)C(=O)c2cc(C#CC3(O)CCCC3)cnc2O[C@H]1CN(C)Cc1cncnc1 | 1.2 | 1.7
C[C@@H]1CN([C@H](C)CO)C(=O)c2cc(NS(=O)(=O)c3ccccc3)ccc2O[C@@H]1CN(C)C(=O)Nc1cccc2ccccc12 | 1.1 | -0.7
O=C(Cc1ccccn1)NCC[C@@H]1CC[C@H](NS(=O)(=O)c2ccccc2)[C@H](CO)O1 | -0.9 | 2.4
CO[C@H](CN(C)S(=O)(=O)c1ccc(C)cc1)[C@H](C)CN(Cc1ccccc1Cl)[C@@H](C)CO | 0.2 | 2.1
Cc1ccc(S(=O)(=O)N(C)C[C@@H]2OCCCC[C@H](C)Oc3ccc(NC(=O)Nc4c(C)noc4C)cc3C(=O)N([C@H](C)CO)C[C@@H]2C)cc1 | -0.1 | -0.2
COc1cccc(S(=O)(=O)N[C@H]2CC[C@@H](CCNC(=O)Nc3cc(F)ccc3F)O[C@H]2CO)c1 | -1.1 | 0.9
COc1ccc(NC(=O)N[C@@H]2CC[C@H](CC(=O)NC3CCC3)O[C@H]2CO)cc1 | 0.7 | -1.2
C[C@@H]1CCCCO[C@@H](CN(C)C(=O)c2ccncc2)[C@@H](C)CN([C@H](C)CO)C(=O)c2cc(NS(=O)(=O)c3ccc(F)cc3)ccc2O1 | 1.0 | -2.1

10 structures already listed, ordered by molecular weight, largest number first:
SMILES | TcdB GH inh | Mtb BioA inh
Cc1ccc(S(=O)(=O)N(C)C[C@@H]2OCCCC[C@H](C)Oc3ccc(NC(=O)Nc4c(C)noc4C)cc3C(=O)N([C@H](C)CO)C[C@@H]2C)cc1 | -0.1 | -0.2
C[C@@H]1CCCCO[C@@H](CN(C)C(=O)c2ccncc2)[C@@H](C)CN([C@H](C)CO)C(=O)c2cc(NS(=O)(=O)c3ccc(F)cc3)ccc2O1 | 1.0 | -2.1
C[C@@H]1CN([C@H](C)CO)C(=O)c2cc(NS(=O)(=O)c3ccccc3)ccc2O[C@@H]1CN(C)C(=O)Nc1cccc2ccccc12 | 1.1 | -0.7
C[C@H](CO)N1C[C@H](C)[C@@H](CN(C)C(=O)Nc2ccc(F)cc2)Oc2ccc(NS(=O)(=O)c3cccs3)cc2C1=O | 0.6 | 0.4
Cc1ccc(S(=O)(=O)N(C)C[C@@H]2Oc3c(NC(=O)c4cc(C)nn4C)cccc3C(=O)N([C@H](C)CO)C[C@@H]2C)cc1 | -0.2 | -0.5
COc1cccc(CNC(=O)[C@@H]2[C@@H](CO)[C@@H]3Cn4c(ccc(-c5cncnc5)c4=O)[C@@H]3N2C)c1 | 0.4 | 0.5
COC(=O)[C@H]1[C@H](CO)[C@H]2Cn3c(ccc(-c4cccc(F)c4)c3=O)[C@@H]1N2Cc1ccccc1 | 1.0 | 3.6
CN1c2ccc(-c3cccc(F)c3)cc2[C@H]2[C@H](CCN2C(=O)c2ccccc2F)[C@H]1CO | -4.1 | 32
COc1ccccc1CNC(=O)C[C@@H]1CC[C@@H](NC(C)=O)[C@H](CO)O1 | -17 | -3.8
COCC(=O)N[C@H]1CC[C@H](CC(=O)N2CCCCC2)O[C@@H]1CO | -0.2 | 2.0

(listing goes on)
SMILES | TcdB GH inh | Mtb BioA inh
O=C(N[C@@H]1CC[C@H](CC(=O)N2CCN(c3ccccc3)CC2)O[C@@H]1CO)c1ccccc1 | 0.7 | -2.7
C[C@H]1CN([C@@H](C)CO)C(=O)Cc2cc(NC(=O)Cn3cnnn3)ccc2O[C@@H]1CN(C)C(=O)Nc1ccc(C(F)(F)F)cc1 | -0.5 | 1.6
O=C(C[C@H]1CC[C@H]2[C@@H](COC[C@@H](O)CN2S(=O)(=O)c2cccc(Cl)c2)O1)N1CCOCC1 | -3.2 | 0.9
Cc1ccc(-c2ccc([C@@H]3[C@H](CO)N4CCCCN(C(=O)c5ccc(F)cc5)C[C@@H]34)cc2)cc1 | 0.1 | -0.9
C[C@H](CO)N1C[C@H](C)[C@@H](CN(C)C(=O)Nc2ccccc2)OCc2ccccc2-c2c(n(C)c3ccccc23)C1=O | 1.0 | 0.2
O=C(C[C@H]1CC[C@@H]2[C@H](COC[C@@H](O)CN2Cc2ccc(Oc3ccccc3)cc2)O1)N1CCOCC1 | 0.2 | -0.5
C[C@H](CO)N1C[C@H](C)[C@@H](CN(C)C(=O)Nc2ccccc2)OCCCC[C@H](C)Oc2ccc(NC(=O)c3ccncc3)cc2C1=O | -0.9 | -0.2
COc1ccc(NC(=O)N(C)C[C@@H]2Oc3ccc(NS(=O)(=O)c4cccs4)cc3C(=O)N([C@@H](C)CO)C[C@H]2C)cc1 | 0.6 | 1.0
CC(C)NC(=O)N(C)C[C@H]1Oc2c(NS(=O)(=O)c3ccc(F)cc3)cccc2C(=O)N([C@@H](C)CO)C[C@@H]1C | -0.3 | -2.5
CNC(=O)C[C@@H]1CC[C@@H]2[C@H](COC[C@H](O)CN2C(=O)Nc2cccc(OC)c2)O1 | 0.9 | -2.3
CN(C)C(=O)[C@@H]1[C@@H](CO)[C@@H]2Cn3c(ccc(-c4cccnc4)c3=O)[C@@H]2N1Cc1ccccc1F | 0.5 | 5.9
C[C@H]1CN([C@@H](C)CO)C(=O)c2cc(-c3ccc(C#N)cc3)cnc2O[C@@H]1CN(C)Cc1cccnc1 | -0.3 | 7.3
Cc1ccc(S(=O)(=O)NCC[C@H]2CC[C@H](NS(=O)(=O)c3ccccc3Cl)[C@H](CO)O2)cc1 | 0.0 | 1.0
C[C@H]1CCCCO[C@@H](CN(C)C(=O)NC2CCCCC2)[C@@H](C)CN([C@@H](C)CO)C(=O)c2cc(NC(=O)C3CCCCC3)ccc2O1 | 0.8 | 0.6
CNC[C@H]1Oc2c(NS(=O)(=O)c3cn(C)cn3)cccc2C(=O)N([C@@H](C)CO)C[C@@H]1C | -0.5 | -1.2
CC(C)NC(=O)N(C)C[C@@H]1OCCCC[C@@H](C)Oc2ccc(NC(=O)CCC(F)(F)F)cc2C(=O)N([C@H](C)CO)C[C@@H]1C | 1.8 | -2.3
C[C@@H]1CCCCO[C@@H](CN(C)C(=O)CCC(F)(F)F)[C@@H](C)CN([C@H](C)CO)C(=O)c2cc(NS(=O)(=O)c3cn(C)cn3)ccc2O1 | -0.3 | -0.9
COCC(=O)N[C@@H]1CC[C@@H](CC(=O)NCc2ccc(Cl)cc2)O[C@H]1CO | 0.1 | -0.7
COc1ccc(NC(=O)N(C)C[C@H]2OCCCC[C@@H](C)Oc3ccc(NS(=O)(=O)c4ccccc4)cc3C(=O)N([C@H](C)CO)C[C@H]2C)cc1 | 1.1 | 2.3
CC(C)NC(=O)N(C)C[C@H]1Oc2cc(C#C[C@@H](C)O)ccc2S(=O)(=O)N([C@H](C)CO)C[C@@H]1C | 0.0 | 0.8
C[C@H]1CN([C@@H](C)CO)S(=O)(=O)c2ccc(C3=CCCCC3)cc2O[C@H]1CN(C)Cc1cccnc1 | -0.6 | 0.4
N#C[C@H]1[C@@H](c2ccc(C#CC3(O)CCCC3)cc2)[C@@H](CO)N1C(=O)C1CCC1 | 0.2 | 23
Cc1noc(C)c1S(=O)(=O)N(C)C[C@H]1OCCCC[C@H](C)Oc2ccc(NS(=O)(=O)c3cccs3)cc2C(=O)N([C@H](C)CO)C[C@@H]1C | 0.4 | 0.0

From PubChem BioAssay
